PI5P4K alpha inh = blocks human PI5P4K alpha kinase activity; 330,000 tested, 1.2% active; PI5P4Kalpha enzyme, ADP-Glo luminescence, 60 min; stronger effect = lower value; max response, %; AID 652105; active = max response of -50% or lower; inconclusive = between -30% and -50%; inactive = -30% or higher; note: value at the top dose of about 77 µM; % is set by controls: 0 for no effect and ±100 for the full control effect
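Single end-point luminescence (ADP-Glo) quantified ADP from PI5P4Kalpha turnover; ATP 5 microM final, 1 h at RT, 0.1% CHAPS and 0.28 mM EGTA in HEPES pH 7.4.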
EPAC2 antagonist = blocks human EPAC2 exchange factor; EPAC2 GEF exchange of Rap1B-BODIPY-GDP, fluorescence; Q8WZA2; 360,000 tested, 0.18% active; Potency, µM (highest dose often 114 µM), inactives show at the highest dose activity, negative = inhibition, usual class: inhibitors; note: potency is the fitted concentration of half-maximal effect; % is set by controls: 0 for no effect and ±100 for the full control effect; nearly all actives have a fitted effect of over 45% in size; many of its hits are not listed in these tables
EPAC1 antag = blocks human EPAC1 exchange factor; O95398; EPAC1 GEF assay, Rap1b-BODIPY-GDP exchange fluorescence; Potency, µM (doses to about 115 µM), inactives show top-dose activity change, negative = inhibition, hits mostly inhibitors; 360,000 tested, 0.14% active; AID 720709;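 note: potency is the fitted concentration of half-maximal effect; plate controls were vehicle for no effect and positive control for full effect; nearly all actives have a fitted effect of over 50% in size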
Target sequence (O95398 whole entry, looked up): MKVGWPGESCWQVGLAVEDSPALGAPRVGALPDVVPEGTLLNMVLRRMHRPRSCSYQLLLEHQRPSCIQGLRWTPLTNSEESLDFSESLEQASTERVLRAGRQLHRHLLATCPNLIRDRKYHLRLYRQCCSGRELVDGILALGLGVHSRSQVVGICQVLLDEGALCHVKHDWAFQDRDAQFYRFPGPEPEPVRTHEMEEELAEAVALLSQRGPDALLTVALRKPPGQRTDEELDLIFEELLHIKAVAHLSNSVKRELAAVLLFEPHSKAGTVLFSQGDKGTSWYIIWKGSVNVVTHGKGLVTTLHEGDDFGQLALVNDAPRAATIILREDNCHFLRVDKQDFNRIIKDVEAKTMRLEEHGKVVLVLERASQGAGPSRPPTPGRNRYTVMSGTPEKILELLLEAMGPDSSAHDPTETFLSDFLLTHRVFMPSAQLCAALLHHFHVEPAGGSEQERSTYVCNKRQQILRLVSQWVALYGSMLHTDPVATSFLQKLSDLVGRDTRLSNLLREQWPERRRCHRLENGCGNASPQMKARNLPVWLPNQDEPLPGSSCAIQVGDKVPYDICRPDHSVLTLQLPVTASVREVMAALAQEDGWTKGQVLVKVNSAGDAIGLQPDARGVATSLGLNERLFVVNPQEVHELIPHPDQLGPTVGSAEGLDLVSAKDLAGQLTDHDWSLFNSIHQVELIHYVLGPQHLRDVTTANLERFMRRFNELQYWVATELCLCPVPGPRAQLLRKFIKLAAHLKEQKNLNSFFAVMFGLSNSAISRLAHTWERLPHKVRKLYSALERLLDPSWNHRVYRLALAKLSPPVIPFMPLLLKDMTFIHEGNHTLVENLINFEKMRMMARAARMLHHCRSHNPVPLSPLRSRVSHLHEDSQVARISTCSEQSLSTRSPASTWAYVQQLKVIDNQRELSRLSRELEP
PLK1 PBD inh = inhibitors of human PLK1 polo-box domain binding; P53350; Plk1 PBD binding of FITC phosphopeptide, fluorescence polarization; Potency, µM, inactives show max response, negative = inhibition, most hits filed as inhibitors; 360,000 tested, 2.8% active; AID 720504; note: potency is the fitted concentration of half-maximal effect; series mostly up to about 57 µM; % is set by controls: 0 for no effect and ±100 for the full control effect; nearly all actives have a fitted effect of over 65% in size
EPAC1 ag = EPAC1 (human) agonism. O95398. 360,000 tested, 0.073% active. Potency, µM (titrated, usually from 154 µM), for inactives: at the highest dose activation, most hits filed as activators. EPAC1 agonist qHTS, biochemical assay; response scale: 100% = response to 6.5 mM cAMP. AID 720707; note: potency is the fitted concentration of half-maximal effect; nearly all actives have a fitted effect of over 60% in size
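Compounds were pinned as a concentration titration into mixtures of EPAC1 (100 nM), BODIPY-GDP-loaded Rap1B (250 nM) and GDP (50 uM). After 5 min at room temperature, fluorescence was followed for 30 min; activity was scaled to 6.5 mM cAMP.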
CCT modulator = modulators of cytosolic chaperonin (CCT/TRiC) activity; purified chaperonin ATPase assay, HTRF ADP detection, 30 min; activity change, % (no concentration beside the values), hits read low; 360,000 tested, 0.3% active; in the data active = activity change below about -30%; note: % is set by controls: 0 for no effect and ±100 for the full control effect
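Enzyme 40 or 20 nM (batch-dependent) in Tris pH 7.4/KCl/MgCl2/DTT; cpd 76 uM single point; ATP 10 uM; 30 min 37 °C; Transcreener ADP HTRF detection, 30 min RT; ratio 665/615.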
Mm-Cpn inhibitor = inhibitors of Methanococcus maripaludis chaperonin (MmCpn); AID 504842; purified Mm-Cpn ATPase, ADP Transcreener TR-FRET; Potency, µM (doses to about 76.9 µM), without a hit: at the top dose activity, negative = inhibition, actives largely listed as inhibitors; 330,000 tested, 0.031% active; note: potency is the fitted concentration of half-maximal effect; % is set by controls: 0 for no effect and ±100 for the full control effect; nearly all actives have a fitted effect of over 80% in size
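Eu-cryptate anti-ADP/ADP-d2 competition gives a ratio inversely related to ADP. Enzyme at 25 nM was pre-exposed to compound for 10 min, then given 10 uM ATP for 30 min, 37°C throughout.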
WRN inhibitor = inhibitors of human WRN helicase | WRN helicase unwinding, fluorescent forked duplex, kinetic | 360,000 tested, 0.46% active | Potency, µM (highest dose often 114 µM), for the others: at the top dose activity change, negative = inhibition, actives largely listed as inhibitors | Q14191; note: potency is the fitted concentration of half-maximal effect; % is set by controls: 0 for no effect and ±100 for the full control effect; nearly all actives have a fitted effect of over 55% in size
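Kinetic fluorescence helicase assay: unwinding of a quenched forked DNA duplex (100 nM final) with 2 mM ATP final raises red fluorescence (525/598 nm). Compounds sat 15 min at room temperature with 20 nM WRN beforehand.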
An asterisk follows results filed as active; ? = inconclusive; . = no result given; [ ] = remark or other dose. Unless noted, calls come from the whole dose curve; as a rule, active = well fitted curve in the direction sought with a large enough effect; inconclusive = small, poorly fitted or top-dose-only effect, or another doubt; inactive = no such curve, though single readings can be large; an effect the other way counts as inactive or inconclusive. This is a subset; the hit share may differ from the screen's.

SMILES	PI5P4K alpha inh	EPAC2 antagonist	EPAC1 antag	PLK1 PBD inh	EPAC1 ag	CCT modulator	Mm-Cpn inhibitor	WRN inhibitor
O=C(NCc1ccc(F)cc1)c1ccc(CS(=O)(=O)Cc2ccccc2F)o1	1	9%	5%	-9%	-1%	2.0	0%	-1%
COC(=O)c1sc(NC(=O)C2CCCCC2C(=O)O)c(C(=O)OC)c1C (stereo not drawn)	0	1%	0%	-8%	3%	-4.3	-3%	-7%
COc1ccc(N(C)S(=O)(=O)c2cccc(C(=O)Nc3ccc(N4CCOCC4)cc3)c2)cc1	-9	2%	7%	-22%	-5%	0.6	-4%	-2%
COC(=O)C1=C[C@@H](C(=O)OC)[C@@H]2C3=C(C(=O)[C@]2(C)NC(=O)c2ccccc2)[C@H](C)n2c(=O)n(C)c(=O)n2[C@@H]3C1	-3	5%	4%	-8%	4%	3.7	.	3%
Cc1cc(=O)oc2cc(OCC(=O)NC3(C#N)CCCCC3)c(Cl)cc12	-2	4%	-5%	-1%	-1%	-2.4	-2%	-4%
Cc1cccc(C)c1NC(=O)C(c1ccccc1)N1CCN(C)CC1 (stereo not drawn)	-2	-10%	-19%	-3%	3%	.	.	-5%
Cc1cc(C(C)(C)C)cc(S(=O)(=O)NCC(=O)O)c1C	11	-17%	-11%	-11%	-2%	-1.1	1%	-3%
CCCc1nnc(NC(=O)OCC)s1	10	-1%	2%	-4%	7%	-5.4	1%	5%[57.1 µM]
CN1CCN(C(=O)C2=C[C@H](c3ccccc3)C[C@H](OCc3ccc(CO)cc3)O2)CC1	4	11%	-21%	2%	0%	0.3	.	1%
COc1ccc(-c2ccc3nnc(SCC(=O)NCC4CCCO4)n3n2)cc1 (stereo not drawn)	-6	-6%	7%	-5%	0%	-1.5	-3%	-1%
COCC1CCN(C(=O)c2cc(COc3ccc(F)cc3Cl)on2)C1 (stereo not drawn)	2	0%	10%	2%	-1%	2.2	.	0%
CN(CCc1ccccn1)C(=O)CCC1CCCN(C(=O)c2ccsc2)C1 (stereo not drawn)	5	15%	-3%	-2%	-3%	-1.5	-1%	-13%
Cc1ncc(CN2CCN(CCc3ccccc3)C(CCO)C2)s1 (stereo not drawn)	6	0%	-13%	1%	-5%	-1.9	-1%	-4%
Cc1cc(C)nc(SCCC(=O)N2CCOCC2)n1	-4	4%	-6%	-13%	12%	0.6	0%	5%
CN(C)CCCNCCCNC(=O)c1ccncc1	9	5%[57.1 µM]	13%	3%	-2%	-2.1	1%	9%
COc1ccc(Cl)cc1N(CC(=O)N/N=C/c1ccc(OCC(N)=O)cc1)S(C)(=O)=O	-7	-4%	-13%	-6%	9%	1.5	1%	-7%
CCn1c(O)c(C=NCc2cccs2)c(=O)n(CC)c1=S	-3	0%	7%	4%	10%	-0.9	2%	-4%
Cc1ccc(N=Cc2c(O)ccc3ccccc23)cc1F	-4	-14%	-18%	-14%	18%	-2.7	-5%	-10%
O=C1c2ccccc2C(c2nnnn2Cc2ccccc2)N1CCCN1CCOCC1 (stereo not drawn)	-1	2%	-2%	0%	-4%	-0.3	.	-5%
COc1ccc(S(=O)(=O)N2CCC(C(=O)NCCc3c[nH]c4ccccc34)CC2)cc1	3	3%	-6%	-2%	-7%	2.1	0%	-5%
COc1cccc(-c2cc(C(=O)N3CCN(c4ccccc4OC)CC3)no2)c1	3	-12%	-1%	-17%	13%	-1.3	1%	0%
COc1ccc(CNC(=O)c2ccc(C(C)(C)C)cc2)cc1	10	6%	-9%	-7%	-8%	-5.0	2%	-6%
CC(C)C(=O)N=C1NC(=O)CS1	0	5%	-8%	-14%	-5%	1.7	1%	9%[57.1 µM]
CCOc1cc(/C=C/c2cccc[n+]2C)ccc1OCC(=O)Nc1ccc(C)cc1	10	6%	-8%	-6%	11%	-3.0	-2%	0%
C=CCn1c(SCC(=O)Nc2ccc3c(c2)OCO3)nnc1-c1ccccc1OC	2	9%	3%	-4%	8%	-4.9	3%	-3%
COc1ccc(CC(=O)N(C)CC(=O)Nc2ccccc2SC)cc1	1	-6%	-9%	24µM*	-9%	-46*	0%	9%
Cc1cc(NC(=O)CSc2nc(C3CC3)nc3sc4c(c23)CCC(C)C4)no1 (stereo not drawn)	.	15%	8%	-5%	-2%	-3.4	.	-1%[57.1 µM]
CC(=O)N1CCN(CC(=O)Nc2ccccc2Sc2ccccc2)CC1	6	-8%	-23%	-8%	-1%	-1.3	-3%	-19%
Cc1cccc(S(=O)Cc2ccc(C(=O)NC3CCN(Cc4ccccc4)CC3)o2)c1 (stereo not drawn)	0	8%	12%	-18%	-3%	1.8	0%	6%
O=C(CCC1CCN(C(=O)Cc2c(F)cccc2F)CC1)NC1CC1	-1	-9%	-18%	-13%	-10%	0.4	0%	-10%
Nn1c(SCc2cn3cc(Cl)ccc3n2)nnc1-c1ccncc1	-8	-8%	10%	11µM*	10%	-3.2	0%	-20%
COc1ccc(Cl)cc1NC(=O)CCS(=O)(=O)c1ccc(C)cc1	-2	-1%	-11%	-7%	1%	-1.5	-17%	4%
CN(C)C(=O)CCC(=O)N1CCCC(N2CCN(c3cccc(C(F)(F)F)c3)CC2)C1 (stereo not drawn)	-3	-8%	-5%	-17%	-2%	-1.2	0%	7%
CCOC(=O)CC(=O)c1sc2c(c1N)c(=O)[nH]c(=O)n2-c1ccc(OC)cc1	-21	-1%	-4%	-5%	-6%	-3.5	-3%	1%
Cc1nc(-c2cccc(NC(=O)c3cc4cc(Br)ccc4oc3=O)c2)cs1	-5	44%[activator][57.1 µM]	11%	-13%	2%	-7.0	-2%	0%
CCc1nnc(NC(=O)CSc2nnc3nc(C)cc(C)n23)s1	4	1%	11%	0%	0%	-0.7	-2%	12%
O=C(Nc1cccc2ccccc12)c1ccco1	-3	11%	3%	1%	-3%	-2.4	.	3%[57.1 µM]
COCCNC(=O)/C(C#N)=C/c1cccc(NC(=O)c2ccccc2Cl)c1	-3	-3%	-4%	-16%	-6%	-1.0	-1%	-19%
O=C(NCC1CCN(C(=O)c2ccc([N+](=O)[O-])cc2)CC1)C(=O)Nc1ccccc1	-1	14%	-2%	-6%	4%	4.0	1%	-2%
CC(C)CCn1c(CN(C)Cc2ccccc2)nc2c1c(=O)n(C)c(=O)n2C	1	-3%[57.1 µM]	9%	0%	-2%	-0.5	0%	7%

In another format: entries from further up.
SMILES,PI5P4K alpha inh,EPAC2 antagonist,EPAC1 antag,PLK1 PBD inh,EPAC1 ag,CCT modulator,Mm-Cpn inhibitor,WRN inhibitor
CCOc1cc(/C=C/c2cccc[n+]2C)ccc1OCC(=O)Nc1ccc(C)cc1,10,6%,-8%,-6%,11%,-3.0,-2%,0%
O=C(NCC1CCN(C(=O)c2ccc([N+](=O)[O-])cc2)CC1)C(=O)Nc1ccccc1,-1,14%,-2%,-6%,4%,4.0,1%,-2%

More entries.
SMILES	PI5P4K alpha inh	EPAC2 antagonist	EPAC1 antag	PLK1 PBD inh	EPAC1 ag	CCT modulator	Mm-Cpn inhibitor	WRN inhibitor
CCc1ccccc1N1C(=O)C(Cl)=C(N2CCOCC2)C1=O	2	7%	-10%	-12%	0%	-1.0	1%	-3%
O=C1/C(=C/c2ccccn2)SC(=S)N1NS(=O)(=O)c1ccccc1	-20	-14%	-28%	-16%	1%	1.5	-4%	-8%
Cc1cccc(C)c1OCC(=O)Nc1ccc(N2CCOCC2)cc1	4	-6%	-12%	-2%	-3%	-1.7	-3%	0%
Fc1ccc(-c2nc3n(n2)Cc2ccccc2-3)cc1	-12	19%	-11%	-3%	2%	0.0	1%	-6%
COc1ccc(-c2csc3ncnc(N4CCN(CCO)CC4)c23)cc1	0	3%	10%	2%	2%	2.6	-1%	-5%[57.1 µM]
S=C(N=Nc1ccccc1)NNc1ccccc1	-25	9%	10%	-19%	-23%	-1.4	-2%	6%
CCCC[C@@H]1CNC(=S)N1CCCc1cc(OC)c(OC)c(OC)c1	0	6%	6%	-7%	-17%	-1.4	.	1%
OCCCn1c(CCNc2nc(-c3ccc(Cl)cc3)cs2)nc2cc(C(F)(F)F)ccc21	24	4%	5%	-3%	-10%	0.7	.	5%
Brc1ccc(-c2nn[nH]n2)cc1	-23	9%	11%	24µM*	-3%	-0.2	-1%	5%
CN(c1ccccc1C(=O)N1CCN(c2cccc(Cl)c2)CC1)S(C)(=O)=O	.	9%	-2%	-4%	-7%	0.4	1%	1%
COC(=O)[C@]1(Cc2ccccc2)N[C@H](c2ccc(-c3ccc(OC)cc3)cc2)[C@@H]2C(=O)N(C)C(=O)[C@@H]21	5	11%	2%	-3%	8%	0.9	0%	4%
Cc1ccc(NC(=O)CCN2CC(C)OC(C)C2)cc1 (stereo not drawn)	-1	0%	-6%	-4%	1%	2.0	1%	1%
O=C(Nc1nccs1)C1CCN(S(=O)(=O)c2cccnc2)CC1	4	27%	-8%	2%	-3%	-1.7	0%	-4%
CCC(CC)c1nc(C#N)c(NCc2ccccc2)o1	-1	3%	-18%	0%	0%	-1.9	0%	-11%
O=C(Nc1cccc(Cl)c1)c1csc([C@@H]2C[C@H](O)[C@@H](CO)O2)n1	0	21%	-4%	-2%	-9%	0.7	.	-6%
O=C(NNC(=S)NCCc1ccccc1)c1ccc(Br)s1	8	-12%	12%	?	-5%	-0.7	3%	3%
O=C(c1ccc(Br)o1)N1CCN(Cc2ccccc2Cl)CC1	2	-3%	1%	-1%	0%	-2.5	-4%	1%
Cc1ccc(C(=O)COC(=O)c2cc(C)no2)c(C)c1	0	1%	-18%	-7%	-6%	1.5	-2%	-3%
OCC1(Cc2ccccc2F)CCCN(Cc2c(F)ccc(F)c2F)C1 (stereo not drawn)	1	-15%	-15%	-6%	1%	-5.4	0%	-26%
COc1cccc(NC(=O)CN(C)C(=O)c2ccc(N3CCCCC3)c([N+](=O)[O-])c2)c1	-8	-2%	9%	2%	2%	1.5	-2%	-1%
COCc1c(C(=O)N2CCN(c3ccccc3C)CC2)oc2ccccc12	1	-5%	-12%	3%	6%	-0.7	-24%	-8%
CCc1sc(C(=O)N2CCN(S(C)(=O)=O)CC2)cc1Br	.	17%	5%	-5%	-2%	0.0	-7%	9%
O=C(NCCCn1ccnc1)Nc1ccc(Cl)cc1Cl	1	5%	-6%	-10%	9%	-1.3	-2%	6%

Assay outcomes: PubChem BioAssay, National Center for Advancing Translational Sciences (NCATS)
